PLK1 PBD inh = inhibitors of human PLK1 polo-box domain binding; P53350; Plk1 PBD binding of FITC phosphopeptide, fluorescence polarization; Potency, µM, for the others: max response, negative = inhibition, most hits filed as inhibitors; actives 2.8% (n = 360,000); AID 720504; note: potency is the fitted concentration of half-maximal effect; series mostly up to about 57 µM; % is set by controls: 0 for no effect and ±100 for the full control effect; nearly all actives have a fitted effect of over 65% in size
Target sequence (P53350 whole entry, looked up, the tested form may be a part): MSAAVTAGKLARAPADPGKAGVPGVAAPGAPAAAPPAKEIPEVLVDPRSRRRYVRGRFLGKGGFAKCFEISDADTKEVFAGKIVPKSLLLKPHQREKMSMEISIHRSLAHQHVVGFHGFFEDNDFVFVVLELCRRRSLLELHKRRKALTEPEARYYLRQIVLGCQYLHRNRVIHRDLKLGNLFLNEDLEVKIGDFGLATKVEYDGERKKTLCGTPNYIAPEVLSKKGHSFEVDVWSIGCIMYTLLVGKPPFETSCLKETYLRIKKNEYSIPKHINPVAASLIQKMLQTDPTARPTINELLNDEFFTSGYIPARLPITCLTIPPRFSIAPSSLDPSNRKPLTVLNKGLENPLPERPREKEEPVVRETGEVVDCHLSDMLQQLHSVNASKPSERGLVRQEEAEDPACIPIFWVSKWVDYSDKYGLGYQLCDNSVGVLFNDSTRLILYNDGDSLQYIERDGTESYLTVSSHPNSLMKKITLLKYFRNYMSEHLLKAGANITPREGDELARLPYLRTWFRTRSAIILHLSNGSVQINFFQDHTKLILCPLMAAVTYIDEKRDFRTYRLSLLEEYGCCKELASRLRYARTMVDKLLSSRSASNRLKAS
HEK293 tox = cytotoxicity counter-screen for GLP-1 receptor inverse agonists. HEK293 cAMP-luciferase reporter cells, luminescence, 24 h. Potency, µM (highest dose often 38.3 µM), without a hit: at the highest dose activity change, negative = inhibition, hits mostly inhibitors. actives 0.13% (n = 410,000). AID 624418;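 note: loss of luciferase light is scored as toxicity; potency is the fitted concentration of half-maximal effect; % is set by controls: 0 for no effect and ±100 for the full control effect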
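Step one: seed cells (200 cells/uL, DMEM with 10% Nu serum, 1% pen-strep). Step two: 12-hour incubation at 37 deg C. Step three: pin 23 nL compound, incubate 24 hr. Step four: add luciferase reagent, read luminescence 12 min later.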
GLP-1R agonist = agonists of human GLP-1 receptor. P43220. HEK293 GLP-1R CRE-luciferase, luminescence, 4-6 h; cells express a hypersensitive GLP-1R form. Potency, µM (top dose mostly 45.6 µM), for the others: top-dose activation, most hits filed as activators. actives 0.007% (n = 380,000). AID 624172; note: potency is the fitted concentration of half-maximal effect; % of control where 0% means no effect
DRD3 antagonist = blocks the human D3 dopamine receptor; P35462; D3R cells, DiscoveRx beta-arrestin luminescence, antagonist mode; stronger effect = lower value; max response, negative = inhibition, %; actives 2.5% (n = 360,000); in the data active = max response below about -50%; inconclusive = no clear call, values can overlap the other calls; note: % is set by controls: 0 for no effect and ±100 for the full control effect; mostly tested at two doses, the higher about 12 µM
Target sequence (P35462 whole entry, looked up): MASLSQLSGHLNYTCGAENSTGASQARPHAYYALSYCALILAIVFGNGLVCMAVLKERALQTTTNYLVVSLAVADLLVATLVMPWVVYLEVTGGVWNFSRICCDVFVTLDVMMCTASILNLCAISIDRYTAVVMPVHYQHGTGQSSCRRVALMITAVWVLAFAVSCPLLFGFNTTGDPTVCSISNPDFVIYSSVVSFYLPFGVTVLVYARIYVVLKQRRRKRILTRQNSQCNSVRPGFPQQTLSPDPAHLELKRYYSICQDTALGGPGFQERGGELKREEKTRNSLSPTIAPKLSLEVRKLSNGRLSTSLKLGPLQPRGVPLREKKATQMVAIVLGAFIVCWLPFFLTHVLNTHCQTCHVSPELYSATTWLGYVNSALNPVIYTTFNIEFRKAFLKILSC
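Cells plated overnight at 1500 cells/well, then exposed to library compounds with dopamine controls for 90 minutes at 37 degrees C. DiscoveRx reagent added for 30–60 minutes at room temperature; luminescence read, quantitative HTS format.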
DRD3 agonist = activates the human D3 dopamine receptor; AID 652048; P35462; D3R DiscoveRx beta-arrestin cells, luminescence, 90 min; actives 0.58% (n = 410,000); max activation, %; in the data active = max activation above about 30%; note: 0% is about no effect; mostly tested at two doses, the higher about 12 µM
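Cells at 1500/well, incubated overnight, then treated with pinned compounds (dopamine as control) for 90 min at 37 degrees C. DiscoveRx reagent added for 30 - 60 minutes at room temperature; luminescence read.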
PI5P4Ka inh = PI5P4K alpha (human) kinase inhibition. PI5P4Kalpha enzyme, ADP-Glo luminescence, 60 min; stronger effect = lower value. AID 652105. actives 1.2% (n = 330,000). max response, %. P48426; active = max response of -50% or lower; inconclusive = between -30% and -50%; inactive = -30% or higher; note: value at the top dose of about 77 µM; % is set by controls: 0 for no effect and ±100 for the full control effect
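Human PI5P4Kalpha with substrate in 0.038 M HEPES pH 7.4, 0.28 mM EGTA, 0.1% CHAPS, 5% DMSO; reaction started with 5 microM ATP (final), 60 min at room temperature. ADP formed read by ADP-Glo luminescence.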
WRN inhibitor = WRN helicase (human) inhibition; Potency, µM (titrated, usually from 114 µM), for the others: at the highest dose activity change, negative = inhibition, hits mostly inhibitors; actives 0.46% (n = 360,000); AID 651768; WRN helicase unwinding, fluorescent forked duplex, kinetic; note: potency is the fitted concentration of half-maximal effect; % is set by controls: 0 for no effect and ±100 for the full control effect; nearly all actives have a fitted effect of over 55% in size
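Kinetic red-fluorescence monitoring (525/598 nm) tracks WRN helicase activity after 100 nM fluorophore-quencher forked duplex and 2 mM ATP are added to 20 nM enzyme pretreated 15 min at room temperature with compound.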
IL2 activator = IL-2 activation | AID 652025 | activation, % (series mostly up to about 46 µM) | IL-2 activation reporter assay, cell-based qHTS; stimulated with anti-CD3/CD4/CD28 beads; in transgenic mouse T cells | actives 0.065% (n = 360,000); in the data active = activation above about 50%; inconclusive = mostly about 30% to 49%; note: 0% is about no effect
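First, unstimulated transgenic mouse T cells were exposed to compound for 60 min. Next, anti-CD3/anti-CD4-coated beads with anti-CD28 were added. Finally, after 18 h at 37 degrees C, EGFP and DsRed were imaged.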
GLP-1R inv ag = acts as inverse agonist at human GLP-1 receptor | P43220 | HEK293 GLP-1R CRE-luciferase, luminescence, 24 h; GLP-1R form is constitutively active | Potency, µM (titrated, usually from 38.3 µM), for inactives: top-dose activity change, negative = inhibition, most hits filed as inhibitors | actives 1.6% (n = 410,000) | AID 624417; note: potency is the fitted concentration of half-maximal effect; % is set by controls: 0 for no effect and ±100 for the full control effect; nearly all actives have a fitted effect of over 55% in size
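qHTS in 1536-well format: reporter HEK293 cells expressing constitutive GLP-1R activity in DMEM + 10% Nu serum, 24 hr with compounds at 37 deg C, luminescence read after 12 min with detection reagent.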
Active calls of the source: *; ? = inconclusive; / = no result given; & = joins results of further samples; ! = not confirmed by another sample; [ ] = another dose, or the depositor's remark. Unless noted, calls come from the whole dose curve; as a rule, active = well fitted curve in the direction sought with a large enough effect; inconclusive = small, poorly fitted or top-dose-only effect, or another doubt; inactive = no such curve, though single readings can be large; an effect the other way counts as inactive or inconclusive.

SMILES | PLK1 PBD inh | HEK293 tox | GLP-1R agonist | DRD3 antagonist | DRD3 agonist | PI5P4Ka inh | WRN inhibitor | IL2 activator | GLP-1R inv ag
COc1cccc(CN2CCN(Cc3cc(OC)c(OC)cc3[N+](=O)[O-])CC2)c1 | -11% | -4% | 9% | -27 | -40 | / | -3% | -1.4 | 0%
COc1ccc(CC(NC(C)=O)C(=O)NC2CCN(C(=O)Nc3ccc(Cl)cc3)CC2)cc1OC (stereo not drawn) | -1% | 10% | 18% | -10 | -4 | 0 | -2% | 0.7 | 9%
O=C(NCc1ccccn1)C(=O)C1C(=O)Nc2ccccc21 (stereo not drawn) | -5% | 0% | -6% | 3 | 1 | 0 | -6% | -0.5 | -4%
CCOC(=O)c1c(C)c(-c2ccccc2)n(CC(=O)N2CCCC2)c1C | -6% | -5% | 3% | 9 | -2 | 11 | 9% | -2.0 | ?
CC1CCCN(CCC(=O)Nc2ccc3c(c2)CCC3)C1 (stereo not drawn) | 0% | -9% | 4% | -4 | 2 | 3 | -5% | 0.1 | ?
O=C(Nc1cccnc1)c1ccc(Cl)c([N+](=O)[O-])c1 | -14% | ? | 3% | 2 | 3 | -5 | -2% | 1.0 | 10%
Oc1ccc(/C=C/c2cnccn2)cc1 | -3% | -15% | 9% | 0 | 4 | 1 | -7% | -0.6 | -9%
CN(/C=C/c1c([N+](=O)[O-])c(=O)n(C)c(=O)n1C)c1ccccc1 | -17% | -4% | 1% | 3 | -3 | -1 | -3% | 3.5 | 25%
COc1ccc(NC(=O)Cn2cc(S(=O)(=O)N3CCC(C)CC3)c3ccccc3c2=O)cc1Cl | / | -3% | 0% | / | 6 | / | / | / | ?
Oc1cccc(Nc2nc(-c3ccccc3)nc3ccccc23)c1 | -4% | -5%&-8% | -2% | -1 | -4&6 | 12 | -14% | -1.7 | ?
Cc1ccc(C2CC(c3ccco3)n3nc(N)nc3N2)cc1 (stereo not drawn) | -10% | 5% | 8% | 0 | -8 | -7 | 3% | 0.8 | 13%
O=C(NC1(C(F)(F)F)N=C2SCCN2C1=O)c1ccco1 (stereo not drawn) | -8% | 1% | -11% | 7 | -6 | 1 | -6% | 2.5 | 13%
Cc1cccc(N2CCN(C(=O)C3CCN(c4ncnc5c4nc4n5CCCCC4)CC3)CC2C)c1 (stereo not drawn) | 3% | ? | -4% | 116 | 35*! | 8 | -1% | -4.7 | ?
O=C(COC(=O)c1ccc(O)cc1)Nc1ccc(OC(F)F)cc1 | 3% | -7% | 15% | -29 | 0 | -1 | -2% | -2.8 | -29%
CN(C(=O)CSCC(=O)O)C1CCCCC1 | -9% | 5% | -1% | -18 | -4 | -9 | -1% | -0.6 | 29%
O=C(NC(O)C(=O)c1ccccc1)c1ccc(F)cc1 (stereo not drawn) | -4% | -3% | 0% | -1 | 10 | 6 | 1% | -2.9 | -6%
N#Cc1sc(C(N)=O)c(-c2ccccc2)c1-c1ccccc1 | -5% | -17% | 14% | -7 | 0 | 3 | -1% | -0.1 | -30%
CCOC(=O)c1c(C=O)c(C)n(Cc2ccccc2)c1C | 0% | -6% | 11% | 5 | 4 | / | 5% | -1.6 | 3%
COc1ccc(NC(=O)CN(C)C(=O)c2ccc(NS(=O)(=O)c3ccc(C)c([N+](=O)[O-])c3)cc2)cc1 | -5% | 1% | -5% | -1 | -2 | 3 | -1% | -6.8 | 6%
COc1ccc(NC(=O)C2CCOC2=O)cc1 (stereo not drawn) | -3% | 2% | -1% | -1 | 3 | -2 | 3% | -5.3 | 14%
Cc1nnc(NC(=O)c2ccc(S(=O)(=O)N3CCCCC3)cc2)s1 | -11% | 4% | -1% | -14 | 0 | -9 | -3% | -0.3 | 2%
COc1ccc(C(=O)/C=C/Sc2nc3ccccc3o2)cc1 | 0.75µM* | -25% | 13% | -105* | -17 | 3 | ? | -0.1 | 5%
CCN(CC)CCN(C(=O)c1ccc2c(c1)OCCO2)c1nc2c(Cl)cccc2s1 | -5% | ? | -28% | -63* | -13 | 2 | -33% | -5.8 | ?
c1ccc(C(c2nnnn2C2CCCCC2)N2CCc3ccccc3C2)nc1 (stereo not drawn) | -19% | -8% | -5% | -6 | -7 | / | 2% | 1.0 | 5%
O=C(CN1CCN(c2ccccc2)CC1)NC(=O)NCc1ccccc1 | -2% | 1% | 6% | -22 | -6 | -9 | 5% | -0.5 | 9%
COCCOn1c(SCCOC)nc2ccccc2c1=O | -6% | 6% | 16% | 12 | -9 | 8 | -2% | 0.9 | 22%
COc1ccc2c(c1)C(c1ccc(N3CCOCC3)cc1)=NNC(c1cccnc1)=N2 | -7% | -16% | 5% | -2 | -4 | 1 | 6% | 0.4 | 28%
O=C(Nc1nccs1)C1CCCCN1S(=O)(=O)c1ccccc1 (stereo not drawn) | -21% | -14% | 1% | 13 | 2 | 8 | -10% | 0.0 | -28%
Clc1cccc(N2CCN(CCCN3CCN(c4ccccc4)CC3)CC2)c1 | -4% | -20% | 5% | -79* | -4 | -3 | -4% | 0.3 | ?
COc1ccc(C(=O)c2c(C(F)(F)F)oc3c2C(=O)c2ccccc2C3=O)cc1OC | 5% | ? | -22% | 0 | -15 | -2 | -10% | -0.6 | ?
CCc1ccc(NCCC(=O)c2ccc(Br)cc2)cc1 | -7% | 12% | -4% | 6 | -4 | / | -4% | 4.5 | 24%
O=C(C1CC(Cl)CN1S(=O)(=O)c1ccc(Cl)cc1)N1CCOCC1 (stereo not drawn) | -8% | 6%[7.66 µM] | 3% | 7 | 3 | -6 | 4% | 0.2 | 5%[7.66 µM]
COc1ccc2cc3cc(C(=O)N4CCN(c5ccccn5)CC4)oc3nc2c1 | 3% | -27% | 4% | 3 | 8 | -5 | 6% | 0.0 | 15%
Cc1noc(C)c1-c1ccc(C(=O)Nc2ccc(C(C)C)cc2)c2occc12 | 2% | -7% | 0% | 1 | 6 | 1 | -11% | -0.5 | 4.5µM*
Cc1sc2ccccc2[n+]1CCC(C)S(=O)(=O)[O-] (stereo not drawn) | ? | -2% | 3% | -67* | -17 | 4 | -27% | 0.0 | 0%
CCN1CCCC1CNC(=O)CCc1nnc(CCC2CCCCC2)o1 (stereo not drawn) | -6% | -9% | 15% | -3 | -9 | 0 | -1% | -0.7 | ?
CNC(=O)c1c(NC(=O)c2cccc(C)c2)sc2c1CCC2 | -14% | 16% | 19% | 0 | 3 | 9 | -6% | -0.8 | ?
CCN1CCN(C(=O)c2ccc3c(Cl)c4c(nc3c2)CCCC4)CC1 | -5% | -20% | 18% | -1 | 2 | -1 | -2% | -3.2 | -7%
C#CCOCCOCCOCCNc1nc(N2CCN(C(=O)Cn3cc(CCO)nn3)CC2)nc(N2CCN(C(=O)[C@H]([C@@H](C)O)n3cc(CCCCN)nn3)CC2)n1 | 1% | -1% | -1% | 15 | 6 | 0 | 1% | 0.2 | 4%
C=CCc1cc(/C=C2/NC(=O)N(CC)C2=O)cc(OCC)c1OCc1ccc(C(=O)O)cc1 | -15% | 6% | 2% | 5 | 5 | -5 | -12% | -4.2 | 36%
Cc1cc(C)nc(Nc2n[nH]c(COc3ccc(Cl)cc3)n2)n1 | -2% | 1% | -1% | 23 | -5 | -6 | 2% | 0.3 | 23%
COc1ccc(NC(=O)Nc2cc(-c3cn4cccnc4n3)ccc2C)cc1 | / | 6% | 4% | / | 8 | / | / | / | 10%
CCN(C[C@H]1N[C@@](Cc2ccccc2)(C(=O)OC)[C@H]2C(=O)N(Cc3ccccc3)C(=O)[C@@H]12)C(=O)Nc1ccc(C)cc1 | -5% | -14% | 2% | 0 | -8 | -2 | -5% | -0.1 | ?
Cc1cccc(N/C=C/C(=C(C#N)C#N)N(C)C)c1 | -2% | -8% | -10% | 6 | 2 | -2 | 11% | -0.1 | -1%
c1ccc(Cc2noc(CN3CCN(Cc4ccc5c(c4)OCO5)CC3)n2)cc1 | -6% | 2% | 5% | -30 | -9 | 2 | 2% | -0.2 | ?
COc1ccccc1N(CC(=O)NCc1ccco1)S(=O)(=O)c1ccc(C)cc1 | 27µM* | -6% | 4% | -16 | -2 | -80* | 35µM* | -1.7 | -2%
COC(=O)Cc1ccc(OCc2ccc(Cl)nc2)cc1 | -8% | 5% | 12% | 6 | 1 | -5 | 1% | -3.0 | 34%[activator]
CCC1CN(C(=O)N2CCC(C(=O)NCc3ccccc3OC)CC2)c2ccccc2O1 (stereo not drawn) | -6% | -17% | -3% | -13 | 1 | 1 | -11% | -3.6 | ?
CSCC[C@H](NC(=O)N1CCn2c1nc1ccccc12)C(=O)NCc1ccc(F)cc1 | 0% | -4% | -1% | 8 | -1 | 9 | 3%[11.6 µM] | -0.5 | ?
CC1Cc2ccccc2N1C(=O)CSc1nnc(-c2ccc(S(=O)(=O)N3CCCC3)cc2)n1C (stereo not drawn) | -7% | -6% | 0% | 3 | 2 | 1 | 1% | 0.2 | 2%
CCOC(=O)c1cnc2ccc(OCC)cc2c1NCc1ccccc1OC | 9% | -14% | 8% | 52 | 12 | -1 | -8% | -0.1 | -11%
CCCn1cc(NC(=O)c2cc3n(n2)C(C(F)(F)F)CC(c2ccccc2)N3)cn1 (stereo not drawn) | -2% | 5% | -1% | -4 | -13 | / | -5% | 0.8 | 5%
CCOC(=O)N1CCN(C(=O)CCN2C(=O)/C(=C\c3ccc(OC)c(OC)c3)SC2=S)CC1 | ? | 2% | -2% | 8 | 2 | -8 | 8% | 93* | 0%

Whole records as entered above. Screens in order: PLK1 PBD inh, HEK293 tox, GLP-1R agonist, DRD3 antagonist, DRD3 agonist, PI5P4Ka inh, WRN inhibitor, IL2 activator, GLP-1R inv ag
COC(=O)Cc1ccc(OCc2ccc(Cl)nc2)cc1 is listed with -8%, 5%, 12%, 6, 1, -5, 1%, -3.0, 34%[activator]
CCC1CN(C(=O)N2CCC(C(=O)NCc3ccccc3OC)CC2)c2ccccc2O1 (stereo not drawn) is listed with -6%, -17%, -3%, -13, 1, 1, -11%, -3.6, ?

From PubChem

Rows are unselected. About 7.8% of those tested had a hit in this group.
